Assay outcomes from PubChem.
SRC2 inh – inhibition of GAL4-SRC2 driven luciferase reporter, primary screen, SRC2 inhibitor project, cell-based, luminescence; Nuclear receptor coactivator 2 (Homo sapiens), Q15596; HEK293 GAL4-SRC2 luciferase reporter; inhibition, % at 9 µM; 0.17% of 370,000 active;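 active = inhibition above the mean inhibition of all tested compounds plus 3 SD, set per campaign, cut at about 52% in these data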;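 also: 0% = DMSO treated cells and 100% = cells given Gossypol at 36 µM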
LMP1 NFkB inh – EBV LMP1-driven NF-kappaB luciferase reporter inhibitors, primary screen, cell-based, luminescence, single point; LMP1-induced NF-kappaB luciferase reporter cells; inhibition, % at 12.5 µM; 0.69% of 350,000 active; in the data active = inhibition above about 41%; inconclusive = no clear call, values can overlap the other calls;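 also: 0% = neutral control wells and 100% = reference inhibitor control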
NCOA3 inh – SRC3 coactivator transcriptional activity inhibitors, primary screen, cell-based, luminescence; Nuclear receptor coactivator 3 (Homo sapiens), Q9Y6Q9; HEK293 GAL4-SRC3 luciferase reporter; inhibition, % at 3.6 µM; 0.17% of 360,000 active; AID 588352, 2011;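 active = inhibition above a per-campaign cutoff, the mean of all compounds plus 3 SD, cut at about 60% in these data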;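 also: 0% = DMSO-treated cells and 100% = gossypol-treated cells at 36 µM; higher means less SRC3-driven luciferase light from the GAL4 reporter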
COUP-TFII inh – NR2F2 transcriptional activity inhibitors, primary screen, cell-based, luciferase reporter, HEK293T, luminescence; HEK293T NGFI-A luciferase reporter; inhibition, % at 8.6 µM; 0.7% of 370,000 active;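 active = inhibition above a per-plate cutoff, mean inhibition of test wells between control levels plus 3 SD, cut at about 38% in these data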;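 also: cells cotransfected with COUP-TFII expression vector driving the NGFI-A reporter; 0% = median of COUP-TF2 test wells and 100% = reporter-only cells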
NOD2 RIPK2 PPI – NOD2-RIPK2 binding disruptors in cells, primary screen, fluorescence, CHO cells, BLA complementation. Receptor-interacting serine/threonine-protein kinase 2 (Homo sapiens), O43353. inhibition, % at 4.98 µM. 0.38% of 360,000 active. AID 624267, 2012. CCF4 ratio; in the data active = inhibition above about 21%;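 also: 0% = vehicle only and 100% = reference blocker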
Target sequence (O43353 whole entry, looked up): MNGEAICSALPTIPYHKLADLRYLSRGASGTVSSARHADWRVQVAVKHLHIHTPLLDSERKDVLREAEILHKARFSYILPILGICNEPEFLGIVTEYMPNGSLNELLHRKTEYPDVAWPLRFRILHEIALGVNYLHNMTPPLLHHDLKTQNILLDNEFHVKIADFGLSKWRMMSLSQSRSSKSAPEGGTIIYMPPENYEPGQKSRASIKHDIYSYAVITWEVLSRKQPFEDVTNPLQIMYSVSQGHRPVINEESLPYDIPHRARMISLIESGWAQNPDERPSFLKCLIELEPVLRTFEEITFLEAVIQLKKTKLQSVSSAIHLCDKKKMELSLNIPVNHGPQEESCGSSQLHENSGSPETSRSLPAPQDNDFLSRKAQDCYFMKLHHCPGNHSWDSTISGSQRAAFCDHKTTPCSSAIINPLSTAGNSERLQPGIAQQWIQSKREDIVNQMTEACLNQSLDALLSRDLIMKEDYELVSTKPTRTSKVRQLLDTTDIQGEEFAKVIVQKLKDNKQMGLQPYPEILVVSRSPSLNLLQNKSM
TLR9-MyD88 block – inhibitors of TLR9-MyD88 association in cells, primary screen, cell-based, CHO, BLA complementation, fluorescence; inhibition, % at 4.98 µM; CCF4 FRET ratio; Toll-like receptor 9 (Homo sapiens) + Myeloid differentiation primary response protein …; 0.21% of 340,000 active;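 active = inhibition above the mean over all tested compounds plus 3 SD, cut at about 21% in these data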;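 also: 0% = DMSO only wells and 100% = clavulanate BLA inhibitor control wells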
NR5A2 inv ag – LRH-1 (NR5A2) inverse agonists, primary screen, cell-based, luminescence, HEK293T, StAR-luciferase reporter. inhibition, % at 3.6 µM. Nuclear receptor subfamily 5 group A member 2 (Homo sapiens), O00482. 0.13% of 360,000 active. LRH-1 transfected, 24 h;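 active = inhibition above the mean inhibition of all tested compounds plus 3 SD, cut at about 73% in these data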;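 also: 0% = DMSO wells and 100% = reporter-only cells lacking LRH-1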
Target sequence (O00482 whole entry, looked up): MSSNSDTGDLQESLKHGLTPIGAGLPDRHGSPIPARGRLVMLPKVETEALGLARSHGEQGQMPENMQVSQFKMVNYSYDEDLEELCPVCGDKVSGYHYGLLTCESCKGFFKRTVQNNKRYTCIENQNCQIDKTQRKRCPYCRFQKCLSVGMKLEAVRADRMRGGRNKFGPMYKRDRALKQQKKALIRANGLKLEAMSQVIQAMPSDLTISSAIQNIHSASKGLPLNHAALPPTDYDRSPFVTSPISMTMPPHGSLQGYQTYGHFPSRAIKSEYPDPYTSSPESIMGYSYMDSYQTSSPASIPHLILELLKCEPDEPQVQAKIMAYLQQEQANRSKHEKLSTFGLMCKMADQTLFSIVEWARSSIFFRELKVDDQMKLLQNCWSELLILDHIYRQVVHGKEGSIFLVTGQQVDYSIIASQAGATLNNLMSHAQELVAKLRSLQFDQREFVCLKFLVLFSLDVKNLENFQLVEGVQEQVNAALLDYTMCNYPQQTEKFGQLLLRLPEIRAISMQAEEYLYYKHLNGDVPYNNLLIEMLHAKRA
TRAIL sens C8 – viability loss with TRAIL in NB7+C8 cells, primary screen, TRAIL sensitizer project, cell-based, ATPlite luminescence; inhibition (viability loss, TRAIL sensitization), % at 10 µM; 1% of 360,000 active; AID 624354, 2012;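 active = compounds causing at least 50% loss of cell viability in the single-dose screen, relative to plate controls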
NCOA1 inh – SRC1 coactivator transcriptional activity inhibitors, primary screen, cell-based, luminescence. HEK293 GAL4-SRC1 luciferase reporter. inhibition, % at 3.6 µM. 0.12% of 360,000 active. AID 588354, 2011;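 active = inhibition above the campaign mean plus 3 SD, with each screening campaign given its own cutoff, cut at about 60% in these data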;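 also: 0% = DMSO treated cells and 100% = gossypol at 36 µM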
TROY NFkB inh – inhibitors of TROY-driven NF-kB signaling, primary screen, Q293 LMP1-TROYcd cells, NF-kB luciferase, uHTS; Q293 LMP1-TROYcd NF-kB luciferase reporter, 4 h; inhibition, % at 10 µM; 0.98% of 360,000 active; AID 1347056, 2019;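 active = compounds whose plate-normalised and pattern-corrected inhibition of the luciferase reporter signal at the single screening dose is 50% or more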
TWEAK-Fn14 inh – inhibitors of TWEAK-Fn14 signaling, primary screen, luciferase reporter cells, uHTS. 2% of 360,000 active. TWEAK-stimulated Fn14 reporter cells, luciferase luminescence, 8 h. inhibition, % at 10 µM; in the data active = inhibition above about 50%
Starred values were filed as active, the others as inactive; u = inconclusive; x = no result given. The list is partial. The share of hits here may be higher or lower than overall.

SMILES	SRC2 inh	LMP1 NFkB inh	NCOA3 inh	COUP-TFII inh	NOD2 RIPK2 PPI	TLR9-MyD88 block	NR5A2 inv ag	TRAIL sens C8	NCOA1 inh	TROY NFkB inh	TWEAK-Fn14 inh
CCOC(=O)C1(Cc2cccc(OC)c2)CCN(Cc2ccc(OC)c(O)c2)CC1	18	5	25	2	9	4	8	-1	-45	16	-9
O=C(CSc1ccc2c(c1)OCCO2)Nc1cccc(S(=O)(=O)N2CCCCC2)c1	3	3	-7	9	-3	4	11	10	7	-3	8
Cc1cc(N)n2ncc(-c3ccccc3)c2n1	-34	-39	-60	-58	1	-7	-119	8	-98	-45	-9
O=C(O)c1nn(CCOc2c(Cl)cccc2Cl)c(=O)c2ccccc12	-19	1	-88	-49	3	-3	-11	29	9	15	-24
Cn1c2ccccc2c2cnn(CC(=O)N3CCCCC3)c(=O)c21	-23	-4	-1	-2	-16	4	-7	5	-5	10	-5
COc1cccc(/C=N/Nc2ccc([N+](=O)[O-])cc2)c1O	-92	-54	-103	-62	15	17	-39	-13	-86	44	23
Cc1cc(C(=O)OCC(=O)NCc2ccccc2)c2ccccc2n1	-1	5	22	2	2	-2	8	-3	0	2	-5
Cc1cc(C)c(NC(=O)CCN2CCN(Cc3ccccc3)CC2)c(C)c1	-4	-5	20	-3	2	0	8	17	0	-14	7
O=[N+]([O-])c1cccc(-c2n[nH]c(=S)n2Cc2ccccc2)c1	6	9	24	-7	12	-13	-17	-3	3	9	-6
C=CCn1c(-c2ccoc2)n[nH]c1=S	-24	3	-3	15	-11	-4	12	-9	-13	12	-11
Cc1nccn1CCc1n[nH]c(=S)n1Cc1ccccc1	-31	-4	-9	-11	-5	-11	11	-6	-4	7	-3
NNC(=O)CCN(Cc1ccco1)S(=O)(=O)c1ccc(Cl)cc1	9	3	13	-4	-1	-8	4	4	5	16	0
COc1ccc(NS(=O)(=O)c2ccc(NC(=O)c3ccccc3Br)cc2)nn1	-25	0	22	-12	-16	-10	-5	3	3	-4	-10
Cc1cccc(-c2nc(CS(=O)CC(=O)NC3CCCCC3)c(C)o2)c1 (centres undefined)	-35	-1	-14	-7	5	-2	3	-15	9	-16	29
COC(=O)C1=C(C(=O)c2ccc(C)cc2)C(c2ccc(OC)c(OC)c2)n2nnnc2N1 (centres undefined)	5	-1	8	-12	-2	3	-7	-6	-4	0	9
OCCCNC(=S)Nc1ccc2nc(-c3ccccn3)c(-c3ccccn3)nc2c1	-26	-31	13	10	15	5	-7	-15	-16	-22	-3
COc1cc(C(=O)N/N=C(\C)c2ccc(NC(=O)Cc3ccccc3)cc2)ccc1O	-39	-11	-44	-20	-4	-14	-78	-5	-154	-5	-9
COc1ccc(OCc2cn(CC(=O)c3ccc(O)cc3)nn2)cc1	-41	-1	13	-3	-7	-13	-5	-10	-30	-6	19
Cn1nc(C(=O)NCCOc2ccccc2)c2ccccc2c1=O	-11	-2	-9	-15	-7	3	8	0	0	9	-12
CC1CCN(S(=O)(=O)c2ccc(NC(=O)CNC3CCCCC3)cc2)CC1	5	-11	1	13	-10	-3	15	17	-11	-1	10
COc1ccc([N+](=O)[O-])cc1NC(=S)NC(NC(C)=O)C(Cl)(Cl)Cl (centres undefined)	-12	-1	-5	7	-2	7	2	9	1	-9	9
O=C(Nc1cccnc1)c1ccc2c(c1)C(=O)N(Cc1cccnc1)C2=O	7	2	1	-5	-9	6	12	0	-11	16	16
COc1cccc(NC(=O)CN(C)C(C)C(=O)Nc2ccc(C#N)cc2)c1 (centres undefined)	-8	5	7	22	-5	7	2	-8	12	-9	25
Cc1ccc(N2C(=O)N(CC(=O)Nc3cc(Cl)ccc3C)C(=O)C2C)cc1 (centres undefined)	-33	5	-4	-15	-6	6	-6	19	-22	-41	-11
CN1c2ccccc2N(C)C1(C)c1ccccc1	-25	-8	-5	5	7	4	13	37	-11	-3	28

(next part)
SMILES	SRC2 inh	LMP1 NFkB inh	NCOA3 inh	COUP-TFII inh	NOD2 RIPK2 PPI	TLR9-MyD88 block	NR5A2 inv ag	TRAIL sens C8	NCOA1 inh	TROY NFkB inh	TWEAK-Fn14 inh
CCc1ccc([C@H]2[C@@H]3C(=O)C[C@@H]4C(=O)N(CC)C(=O)[C@@H]4[C@@H]3CN2S(=O)(=O)c2ccc(C)cc2)cc1	-2	x	1	0	-1	x	-10	-8	9	14	-1
Cc1ccc(Cn2ccsc2=NC(=O)COC(=O)c2ccc(NC(=O)CC#N)cc2)cc1	15	13	-1	11	-13	6	16	6	-8	31	26
Nc1ccccc1C(=O)N1CCC(O)(c2ccc(Cl)cc2)CC1	1	8	2	-9	-6	-4	0	-6	-27	6	0
COc1ccc(NS(=O)(=O)c2cc(NC(=O)c3ccc(=O)[nH]n3)ccc2N2CCOCC2)cc1	-1	6	-17	-6	-19	-1	-6	3	0	11	-5
COc1ccc(CCN(Cc2ccccn2)C(=S)Nc2ccccc2Cl)cc1OC	15	3	2	-14	6	-3	9	6	-43	5	6
CC[C@@]1(C(=O)OC)N[C@H](CN(C)S(=O)(=O)c2ccc(C(C)(C)C)cc2)[C@@H]2C(=O)N(Cc3ccccc3)C(=O)[C@@H]21	2	2	9	-16	-5	-7	-9	11	16	0	2
Cc1ccc(Nc2c(-c3ccccn3)nc3cc(C)ccn23)cc1	17	u	12	35	3	9	-4	11	-38	1	-2
COc1ccc(Nc2ncnc3sc(-c4ccccc4)cc23)cc1OC	0	15	8	10	3	1	-28	15	-1	1	51*
COc1ccc(NC(=O)/C(Cl)=C(/Cl)S(=O)(=O)Cc2ccccc2)cn1	69*	90*	41	66*	56*	28*	32	24	-86	77*	101*
CN1CCN(c2nc(N3CCN(CCO)CC3)nc3ccccc23)CC1	-4	-5	0	-1	0	-5	8	0	-3	-19	-4
CCN(CC)C(=O)Cn1cnc2sc(C(=O)N3CCN(c4ccc(F)cc4)CC3)c(C)c2c1=O	9	0	-5	12	-11	-5	0	3	-10	-20	-3
COCCCNC(=O)CCc1c(C)nc2c(c(C)nn2-c2ccc(C)cc2)c1C	26	0	13	2	-5	20	1	10	3	-10	11
CC(=O)N1[C@H](C)C=C[C@]1(Cc1ccccc1)C(=O)O	7	-4	3	10	-2	3	-8	5	-5	2	13
O=C(Nc1cccnc1)c1ccc2ccccc2c1O	-42	10	-81	-35	-10	0	-97	36	-80	-30	4
CCC1Nc2ncnc(N3CCc4ccccc4C3)c2N(Cc2ccc(Cl)cc2)C1=O (centres undefined)	10	-6	0	2	9	10	-22	11	11	2	9
Cc1cc(NC(=O)c2ccccc2)n(C(C)(C)C)n1	15	x	17	-5	-11	x	-5	-10	-1	3	-1
Cc1ccc(NC(=S)NC(=O)C2CC2)c(C)c1	-47	-7	-34	-26	-2	2	-61	-17	-81	-42	-17
CCOc1ccc(CCN2C(=O)C3C4CCC(O4)C3C2=O)cc1OCC (centres undefined)	7	-11	-3	-3	-9	-1	-9	-4	-4	-17	5
COc1ccc(C(C)(C)C)cc1NC(=O)c1ccoc1C	5	-2	17	5	-3	-4	17	3	-9	4	10
CN(C)c1ccc(/C=N/NC(=O)C(O)(c2ccccc2)c2ccccc2)o1	14	9	-17	-2	2	-3	5	4	6	-4	3
C=CCn1c(SCCC)nc(O)cc1=O	10	-2	11	-8	8	1	-10	-3	6	16	-15
Cc1cc(NS(=O)(=O)c2ccc(NC(=O)COc3ccccc3C(C)(C)C)cc2)no1	-15	4	3	-3	-3	-6	-24	-24	0	15	2
O=C(COC(=O)c1ccc[n+]([O-])c1)Nc1ccccc1OC(F)F	-1	4	-5	4	16	1	31	-2	-4	13	-2
CCOC(=O)C1CCN(C(=O)c2ccc3c(Cl)c4c(nc3c2)CCCC4)CC1	-8	-4	-6	-2	9	7	-22	2	-13	-10	-25
Cn1c(N)c(C(=O)c2ccc(C#N)cc2)c(=O)n(C)c1=O	-7	3	6	13	4	-2	3	-5	-24	-8	13

More records follow:
SMILES	SRC2 inh	LMP1 NFkB inh	NCOA3 inh	COUP-TFII inh	NOD2 RIPK2 PPI	TLR9-MyD88 block	NR5A2 inv ag	TRAIL sens C8	NCOA1 inh	TROY NFkB inh	TWEAK-Fn14 inh
CN(C)c1cc(-c2ccccc2)nc(-c2ccccc2)n1	-27	4	2	17	2	6	-7	-13	-2	-6	3
O=C(CCCC(=O)N1CCCC1)N1CCCC1	8	6	0	0	0	-13	-31	-13	-14	5	1
COc1ccc(NC(=O)c2cc([N+](=O)[O-])ccc2N2CCCC2)cc1S(N)(=O)=O	-14	-5	3	-27	-8	-4	-13	10	-12	4	-24
CCNC(=O)NC(=O)c1csc([N+](=O)[O-])c1	-33	-6	9	8	2	2	24	-3	-3	1	3
COc1ccccc1NC(=O)CCN1C(=O)C2CC=C(Cl)CC2C1=O (centres undefined)	0	2	-2	2	-4	-9	-40	15	-29	1	1
COc1cc(/C=N/NC(=O)Cn2cnc3c2c(=O)n(C)c(=O)n3C)ccc1O	-21	29	6	2	1	-5	12	3	0	13	7
C[C@H](NC(=O)c1ccco1)C(=O)NCCc1ccc(S(N)(=O)=O)cc1	-16	-12	18	3	-5	2	-12	-10	7	-6	1
O=C(COC(=O)c1nc(Cl)ccc1Cl)NC1CCS(=O)(=O)C1 (centres undefined)	4	-8	23	-7	-1	1	2	-7	-13	-10	-8
O=C1c2ccccc2C(=O)N1CC1c2ccccc2CCN1C(=O)N1CCOCC1 (centres undefined)	x	0	-10	x	7	3	8	8	-7	x	15
CCN(CC)C(C(=O)NC1CCCCC1)c1ccc(C)cc1 (centres undefined)	14	1	1	2	-14	-11	-11	4	-11	-3	-25
COC(=O)c1ccc(-n2c(C)cc(/C=N/Nc3nc(C)cc(=O)[nH]3)c2C)cc1	7	-12	-1	10	-4	-5	-19	10	5	-17	-27
O=C(CNc1ccccc1F)N/N=C/C1CC=CCC1 (centres undefined)	12	2	4	3	-9	10	-12	-8	3	-8	-12
O=C(O)c1ccccc1COc1ccccc1Cl	-28	-10	-23	-25	-3	-3	-7	-4	-17	-20	4
O=C(COC(=O)c1cc(=O)[nH]c2ccccc12)NCc1cccs1	-3	14	9	-12	1	1	-1	-8	3	-10	0
NS(=O)(=O)c1ccc(CNC(=O)c2csc3c2CCCC3)cc1	-6	2	5	7	-5	-9	13	-4	3	-6	15
C(=N\N1CCN(c2ccccn2)CC1)/c1ccco1	-20	-2	5	-6	6	3	-5	4	-31	-23	30
Cc1cc2c(cc1S(=O)(=O)NC1CCCCC1C)OCC(=O)N2 (centres undefined)	-5	5	15	-15	0	7	-9	-4	-12	-18	-2
